Bioassay records from PubChem BioAssay.
miR122 inh: miR-122 Renilla sensor signal increase in Huh7, primary screen, miR-122 inhibitor project, cell-based, single point, plate reader; Huh7 miR-122 Renilla luciferase sensor, 48 h; neutral wells = 0, positive control = 100; activation (reporter increase), % at 12.5 µM; 340,000 compounds, 0.3% hits; AID 602342, 2012;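 active = mean replicate activation score at least 90 and every replicate individually at or above 90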;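 note: higher luciferase means less miR-122 activity so hits act as miR-122 inhibitors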
CASP6 VEID inh: human caspase-6 inhibitors, primary screen, biochemical, VEID-R110 fluorescence, single point, set 2; P55212; purified caspase-6, Z-VEID-R110 cleavage fluorescence; inhibition, % at 12.5 µM; 350,000 compounds, 0.53% hits;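 active = mean inhibition across replicates at least about 35%, with every replicate also reaching that limit, limit read from the data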;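 note: 0% = median of neutral control wells and 100% = no fluorescence left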
Target sequence (P55212 24-179 limits assumed): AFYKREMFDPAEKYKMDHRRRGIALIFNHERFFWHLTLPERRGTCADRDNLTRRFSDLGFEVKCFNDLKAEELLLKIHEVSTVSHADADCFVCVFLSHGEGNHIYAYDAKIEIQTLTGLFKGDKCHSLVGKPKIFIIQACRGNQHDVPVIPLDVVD
Target sequence (P55212 194-293 limits assumed): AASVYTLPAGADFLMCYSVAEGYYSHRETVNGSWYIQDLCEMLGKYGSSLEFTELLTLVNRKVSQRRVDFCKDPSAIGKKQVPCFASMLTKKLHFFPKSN
PGC1a acetyl inh: inhibitors of PGC1a acetylation signal, primary screen, cell-based, U2OS, AlphaScreen, inhibitor mode | AlphaScreen anti-acetyl-lysine; with virally co-expressed GCN5 acetyltransferase | inhibition, % at 15.6 µM | 350,000 compounds, 0.17% hits | AID 651687, 2012;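 active = every replicate shows inhibition of at least 40%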;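 note: 0% = neutral control wells and 100% = positive control wells; some results beyond the cut were filed as inactive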
EWS-Fli block: EWS/Fli-driven NR0B1 reporter inhibitors, primary screen, A673 cells, NR0B1 luciferase, luminescence, MLPCN library | viability-normalised | inhibition, % at 12.6 µM | 350,000 compounds, 0.67% hits;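 active = mean inhibition of at least 50% after viability correction, with every replicate also passing that limit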;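 note: firefly luciferase signal divided by Alamar Blue viability fluorescence both relative to DMSO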
LGR2 antag: inhibitors of bursicon-induced LGR2 CRE-luciferase signal, primary screen, cell-based, HEK293, CRE-luciferase reporter, bursicon stimulation; 380,000 compounds, 0.35% hits; inhibition, % at 9.99 µM; Drosophila bursicon receptor LGR2 (rickets); AID 720647, 2013; bursicon-stimulated, 4 h;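 active = drop in luminescence signal, shown as inhibition above about 50% in the replicate tests, limit read from the data, passing the limit was not always enough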;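 note: agonist challenge used bursicon conditioned medium at about half maximal strength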
Cneo AK release: Cryptococcus neoformans cell lysis inducers, primary screen, AK release luminescence, single concentration | C. neoformans lysis, adenylate kinase release luminescence, 4 h; normalised: neutral wells 0, clomiphene wells 100 | lysis activity, % at 15 µM | 360,000 compounds, 0.2% hits;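 active = mean lysis activity across replicates of at least 80%, whatever share of replicates individually reach that level; inactive = mean lysis activity below 80%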
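Material – Cryptococcus neoformans yeast cells · Quantity – 5 × 10^6 yeast cells/mL · Buffer or medium – YPD medium · Compound – single dose · Timing – 4 h static compound exposure, 37 °C, read 1 h post-reagent · Signal – adenylate kinase release luminescence · Read-out basis – lysis from increased AK signal · Benchmarks – Clomiphene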
PAX8 reporter: inhibitors of PAX8-driven TPO luciferase reporter, primary screen, RMG-I cells, single concentration; SteadyGlo, 24 h; inhibition, % at 12.6 µM; AID 652154, 2013; 360,000 compounds, 1.2% hits;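 active = mean replicate inhibition at least 60% with every replicate also reaching 60%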;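 note: luciferase light reporting Pax8 driven TPO promoter activity; plate controls were median of neutral control wells for no effect and mitoxantrone controls for full effect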
FN deposition inh: inhibitors of fibronectin matrix deposition, primary screen, AH1F cells, Alexa488-fibronectin fluorescence, plate reader. inhibition, % at 12.6 µM. AH1F fibroblasts, overnight. 350,000 compounds, 0.086% hits;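 active = mean inhibition across replicates of 30% or more, regardless of how many single replicates reach that level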;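 note: positive control wells lacked labelled fibronectin entirely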
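Test system: AH1F fibroblast monolayer depositing Alexa488-labelled fibronectin into matrix. Input: 10000 cells per well. Technique: fluorescence, ex 485 nm, em 525 nm. Buffer or medium: DMEM plus 2% serum, read in PBS. Timing: 1 h cell adhesion before compound, then overnight fibronectin incubation. Compound: single dose, pinned. Read-out basis: inhibition from reduced deposited-fibronectin fluorescence.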
Active calls of the source: *; . = not tested or not shown; & = joins results of further samples; [ ] = dose if it differs, or a comment.

structure,FN deposition inh,PAX8 reporter,PGC1a acetyl inh,LGR2 antag,CASP6 VEID inh,Cneo AK release,miR122 inh,EWS-Fli block
COC(=O)c1cccc(NC(=O)c2cccc(N3C(=O)CCC3=O)c2)c1,16,1,2,1,45*,-2,5,-36
C[C@H](CO)N1C[C@H](C)[C@@H](CN(C)Cc2ccccc2)Oc2cc(-c3cncnc3)ccc2S1(=O)=O,.,-7,-21,-2,3,0,5[16.7 µM],10
O=[N+]([O-])c1ccccc1OCc1nc(-c2cccs2)no1,12,-57,-9,-63,-1,.,.,-91
C[C@@H]1CN([C@@H](C)CO)S(=O)(=O)c2ccc(C3=CCCC3)cc2O[C@H]1CN(C)C(=O)c1cnccn1,-6,-8,-1,14,-1,-4,13[16.7 µM],7
Cc1cccc(C(=O)N[C@H](C(=O)Nc2nc3ccc(S(C)(=O)=O)cc3s2)C(C)C)c1,-4,12,11,-3,1,.,-2,1
COCCN(Cc1nc2ccccc2c(=O)[nH]1)C(=O)COc1cccc(C(C)=O)c1,-6,10,8,14,-3,-4,-8,-3
C[C@@H]1CN([C@@H](C)CO)C(=O)CCCn2nncc2CO[C@H]1CN(C)S(=O)(=O)c1cn(C)cn1,2&-10,-7&-8,-7&2,7,0&1,1&-1,-5,-2&-8
Cc1onc2c(=O)n(-c3ccccc3)nc(-c3ccccc3)c12,-5,-12,8,.,-2,-1,-5,7
Cc1ccc(S(=O)(=O)NCC[C@@H]2CC[C@H](NS(=O)(=O)c3ccccc3Cl)[C@H](CO)O2)cc1,-8,-3,-4,3,0,1,.,1
COc1ccc(NC(=O)N(C)C[C@@H]2Oc3ccc(NS(=O)(=O)c4ccccc4)cc3CC(=O)N([C@H](C)CO)C[C@H]2C)cc1,.,.,5,8,0,.,12[16.7 µM],44
Cc1c(Cl)cccc1NC(=O)Nc1ccccc1C(N)=O,.,-23,.,4,0,.,.,-5
O=C(NNC(=O)c1ccco1)c1csc(N2CCOCC2)n1,12,2,.,6,-4,0,0,-4
O=C(c1cc2nc(-c3ccc(F)cc3)cc(C(F)(F)F)n2n1)N1CCCCC1c1cccnc1 (centres undefined),-18,37,9,12,-5,-8,1,25
CCCNC(=O)N1CC2(CCN(CC3CC3)CC2)c2c(n(C)c3cc(OC)ccc23)[C@@H]1CO,.,-18,.,-11,0,.,.,0
O=C(N[C@H]1CC[C@H](CCNS(=O)(=O)c2ccccc2Cl)O[C@H]1CO)c1ccccc1,.,-5,-8,10,0,-1,.,7
CO[C@@H]1CN(C)C(=O)c2ccc(NS(C)(=O)=O)cc2OC[C@H](C)N(Cc2cccnc2)C[C@@H]1C,10,.,1,6,-1,-6,-3[16.7 µM],0
COC(=O)CN1C(=O)[C@@H]2[C@H](C1=O)[C@@H]1CC(C(=O)OC)=C[C@@H](C(=O)OC)[C@@H]3C1=C(C(=O)[C@@]3(C)NC(=O)c1ccccc1)[C@@H]2C,0,-30,.,-10,-4,0,.,2
CCN(Cc1ccccc1)S(=O)(=O)c1c(C)n(C)c(=O)n(C)c1=O,3,1,.,-13,1,-1,.,-12
C[C@H](CO)N1C[C@H](C)[C@@H](CN(C)Cc2ccncc2)Oc2ccc(NC(=O)Nc3ccc(F)cc3)cc2CC1=O,.,16,5,-15,1,1,0[16.7 µM],4
CCC(=O)N1C[C@@H](C)[C@@H](OC)CN(C)C(=O)c2cc(NC(=O)c3ccc(F)cc3)ccc2OC[C@@H]1C,10,0,-14,-3,2,0,1[16.7 µM],-5
CCOc1ccc(NC(=O)C2CCCN(S(=O)(=O)c3ccc(-n4cnnn4)cc3)C2)cc1 (centres undefined),15,12,-26,17,0,3,-1,11
C[C@H](CO)N1C[C@H](C)[C@H](CN(C)Cc2ccc(Cl)c(Cl)c2)Oc2ccc(NC(=O)Nc3ccc(F)cc3)cc2C1=O,-18,-9,1,-16,-4,0,2[16.7 µM],-2
CCn1cc(C(=O)O)c(=O)c2cc(Br)ccc21,-5,.,-2,.,.,-9,-17,.
CCCCN(C)Cc1c(C)[nH]c2ccc(Cl)cc2c1=O,.,.,-17,25,0,1,0,5
CC(C)C(=O)Nc1ccc2c(c1)C(=O)N(C)[C@H]1CC[C@@H](CC(=O)NCCCN(C)C)O[C@@H]1CO2,.,-26,-6,-15,2,4,58[16.7 µM],-18
O=C(CCc1[nH]c2ccccc2c1Sc1ccccc1)N(CCO)CCO,-5,16,.,3,-3,7,-3,-23
Cc1noc(C)c1S(=O)(=O)N(C)C[C@H]1OCCCC[C@@H](C)Oc2ccc(NC(=O)C3CCCCC3)cc2C(=O)N([C@H](C)CO)C[C@@H]1C,.,-11,1,4,-3,-1,5[16.7 µM],-2
COc1ccc([Si](C)(C)[C@H]2[C@H](CC(=O)N(CCO)Cc3ccccc3)O[C@@]3(C(=O)N(C)c4ccccc43)[C@@H]2C)cc1,.,0,1,.,1,-2,.,-6
Cc1ccc(S(=O)(=O)NNC(=O)C23CCC(CC2)C3)cc1,24,6,0,12,-3,-2,3,-4
O=C(CC1CC1)N1CC(=O)N2[C@H](CO)[C@@H](c3ccc(/C=C/c4ccccc4)cc3)[C@H]2C1,10,.,-10,-10,-2,.,.,-12
COc1cccc(-n2c(=O)[nH]cc(C(=O)Nc3ccc4c(c3)OCCO4)c2=O)c1,-4,15,-10,-2,6,-1,0,-8
Cc1cc(C)cc(NC(=O)CSc2nc(=O)n(CCN3CCOCC3)c3c2CCCC3)c1,-1,-2,.,-7,1,.,.,-3
O=C(Nc1ccc2nc3n(c(=O)c2c1)CCCCC3)c1ccccc1Cl,-4,-65,4,-22,1,4,3,-41
O=C(C[C@@H]1C[C@@H]2c3cc(NC(=O)NC4CCCC4)ccc3O[C@@H]2[C@H](CO)O1)NCc1ccc2c(c1)OCO2,.,-7,-5,3,1,2,3[16.7 µM],1
Cc1ccsc1C(=O)NNC(=O)Nc1ccc(Cl)c(Cl)c1,6,.,15,.,.,0,11,.
NS(=O)(=O)c1cccc(NC(=O)COC(=O)c2cc(-c3ccc(Cl)cc3)nc3ccccc23)c1,-6,-4,-12,-12,2,-1,5,-2
CO[C@@H]1CN(C)C(=O)c2cc(NC(=O)Nc3cc(F)ccc3F)ccc2OC[C@@H](C)N(C(=O)c2cnccn2)C[C@@H]1C,-7,1,6,5,9,0,.,2
COc1ccc(-c2ccc3c(c2)C2CC3CCN2)cc1 (centres undefined),-10,-13,2,-8,-2,3,-5,3
C[C@H](CO)N1C[C@H](C)[C@H](CN(C)C(=O)c2ccc(F)cc2)Oc2cc(C3=CCCCC3)ccc2S1(=O)=O,.,27,17,7,0,-3,11[16.7 µM],-2
Cc1ccc(S(=O)(=O)Nc2ccc3c(c2)CC(=O)N([C@H](C)CO)C[C@@H](C)[C@@H](CN(C)C(=O)Nc2cccc4ccccc24)O3)cc1,.,-4,-17,5,0,4,-3[16.7 µM],12
Cc1cccc(C)c1OCC(=O)Nc1cc(Cl)ccc1-n1cncn1,2,27,.,4,1,.,.,11
CC(=O)N(C)C[C@H]1Oc2cc(-c3ccc(F)cc3)ccc2S(=O)(=O)N([C@@H](C)CO)C[C@@H]1C,.,.,-8,1,-3,4,16[16.7 µM],2
Cc1nc2ncnn2c(C)c1CCC(=O)Nc1ccc(S(=O)(=O)N2CCCCCC2)cc1,7,17,-26,.,.,-1,10,.
O=S1(=O)CCOC[C@H](CC2CCCCC2)N1Cc1ccc(F)cc1,4,18,-53,26,-2,2,-2,-3
COc1ccc(-n2c(=O)c3ccccc3n(CC(=O)NCC3CCCO3)c2=O)cc1 (centres undefined),2,-12,6,7,-8,4,-2,1
CCOC(=O)C(c1ccccc1)C(Nc1cc(C(F)(F)F)cc(C(F)(F)F)c1)c1ccccn1 (centres undefined),-8,-2,3,-2,-1,.,.,-3
CCCCc1cc(=O)oc2cc(OCC(=O)NC(Cc3c[nH]c4ccc(O)cc34)C(=O)O)ccc12 (centres undefined),.,.,-5,.,9,-2,-5,0
O=C(CSc1nnc2ccc(-c3ccco3)nn12)Nc1ccccc1F,9,-4,.,5,5,.,.,-2

Entries above that have an aryl methoxy group (6):
structure,FN deposition inh,PAX8 reporter,PGC1a acetyl inh,LGR2 antag,CASP6 VEID inh,Cneo AK release,miR122 inh,EWS-Fli block
COc1ccc(NC(=O)N(C)C[C@@H]2Oc3ccc(NS(=O)(=O)c4ccccc4)cc3CC(=O)N([C@H](C)CO)C[C@H]2C)cc1,.,.,5,8,0,.,12[16.7 µM],44
CCCNC(=O)N1CC2(CCN(CC3CC3)CC2)c2c(n(C)c3cc(OC)ccc23)[C@@H]1CO,.,-18,.,-11,0,.,.,0
COc1ccc([Si](C)(C)[C@H]2[C@H](CC(=O)N(CCO)Cc3ccccc3)O[C@@]3(C(=O)N(C)c4ccccc43)[C@@H]2C)cc1,.,0,1,.,1,-2,.,-6
COc1cccc(-n2c(=O)[nH]cc(C(=O)Nc3ccc4c(c3)OCCO4)c2=O)c1,-4,15,-10,-2,6,-1,0,-8
COc1ccc(-c2ccc3c(c2)C2CC3CCN2)cc1 (centres undefined),-10,-13,2,-8,-2,3,-5,3
COc1ccc(-n2c(=O)c3ccccc3n(CC(=O)NCC3CCCO3)c2=O)cc1 (centres undefined),2,-12,6,7,-8,4,-2,1

Another view of some results above:
Order of values: FN deposition inh, PAX8 reporter, PGC1a acetyl inh, LGR2 antag, CASP6 VEID inh, Cneo AK release, miR122 inh, EWS-Fli block
> Cc1cccc(C)c1OCC(=O)Nc1cc(Cl)ccc1-n1cncn1
    2, 27, ., 4, 1, ., ., 11
> CC(=O)N(C)C[C@H]1Oc2cc(-c3ccc(F)cc3)ccc2S(=O)(=O)N([C@@H](C)CO)C[C@@H]1C
    ., ., -8, 1, -3, 4, 16[16.7 µM], 2
